Bioassay records from PubChem BioAssay.
HT1080 viability – cytotoxicity in HT1080 fibrosarcoma cells, cell-based, fluorescence readout (AID 620) | cytotoxicity, % at 10 µM, or EC50 in µM where a hit was titrated | 0.42% of 87,000 active | HT1080 viability, fluorescence; higher % means a stronger effect;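 further: cells exposed to compound overnight then 4 h with Alamar Blue; 0% = vehicle DMSO and 100% = killing control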
HPDE-C7 cytotoxicity – cytotoxicity in HPDE-C7 cells, cell-based, fluorescence, HTS (AID 430) | HPDE-C7 pancreatic duct cells viability, fluorescence; higher % means a stronger effect | cytotoxicity, % at 10 µM, or EC50 in µM where a hit was titrated | 1.8% of 63,000 active;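 further: cells exposed to compound for 48 hours before viability readout; 0% = vehicle and 100% = reference cytotoxic drug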
TNAP inhibition – inhibition of tissue-nonspecific alkaline phosphatase – biochemical, luminescent (AID 518). purified TNAP enzyme, luminescent substrate readout; higher % means a stronger effect. inhibition, % at 20 µM, or IC50 in µM where a hit was titrated. 0.09% of 64,000 active; in the data active means a potency from the dose series; inactive means the rest, 99 in 100 with inhibition below about 22%;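 further: plate controls were vehicle for no effect and reference inhibitor for full effect; many of its hits are not listed in these tables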
Bfl-1 displacement – displacement of Bid BH3 peptide from Bfl-1 – biochemical, fluorescence polarization, FITC-Bid, mouse, primary screen (AID 432) | FITC-Bid BH3 peptide fluorescence polarization displacement; higher % means a stronger effect | one-dose displacement, % at 20 µM; IC50 in µM for titrated hits | 0.02% of 64,000 active; in the data active means a potency from the dose series; inactive means the rest, 99 in 100 with displacement below about 15%; further: strong numbers were not always called active
Spn DPM-DC inh – blocks S. pneumoniae diphosphomevalonate decarboxylase; purified DPM-DC, PK/LDH coupled NADH fluorescence; calls only at 10 µM; 0.49% of 65,000 active; AID 556;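 active means the 320 compounds with the highest percent inhibition in the single-dose primary screen, excluding strongly autofluorescent ones, cut at about 32% in these data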;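 further: kinetic rate of NADH fluorescence loss reporting ADP formed by the decarboxylase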
Spn PMK inh – S. pneumoniae PMK inhibition. purified PMK, PK/LDH-coupled NADH absorbance 340 nm. inhibition, % at 10 µM. 0.49% of 65,000 active;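 active means top-ranked compounds by inhibition in the single 10 µM screen, taking a fixed number of the strongest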;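 further: 0% = full reaction with DMSO carrier and 100% = background rate without enzyme reaction; no value below 0 was filed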
MK inhibit – S. pneumoniae mevalonate kinase inhibition; inhibition, % at 10 µM; 0.48% of 65,000 active; purified MK, PK/LDH-coupled NADH absorbance 340 nm; AID 555;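 active means ranked among the strongest by inhibition in the single 10 µM screen, a fixed top-ranked set picked for dose follow-up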; further: no value below 0 was filed
KRASV12 cytotoxicity – viability loss of HPDE-C7K cells – cell-based, fluorescence, HTS, primary screen (AID 431). HPDE-C7K KRASV12 cells, Alamar Blue viability, 48 h; higher % means a stronger effect. cytotoxicity, % at 10 µM; hits with a dose series show EC50 in µM. 1.7% of 63,000 active;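 active means compounds whose percent cytotoxicity in the single-dose primary screen, scaled between solvent and toxic-drug controls, exceeds 50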;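 further: 0% = DMSO solvent wells and 100% = doxorubicin-treated wells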
LYP inhibition – LYP phosphatase inhibitors, primary screen, biochemical, DiFMUP fluorescence, recombinant catalytic domain, 10 µM (AID 606) | recombinant LYP catalytic domain, DiFMUP fluorescence; higher % means a stronger effect | one-dose inhibition, % at 10 µM; IC50 in µM for titrated hits | 52,000 tested, under 10 active;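 active means IC50 under 40 µM in the dose-response test; inactive means IC50 of 40 µM or more, or never dose-tested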
Spn PMK inh pilot replicates – recorded beside Spn PMK inh, whose call it bears; inhibition, %; measured here: pilot screen replicates
MK inhibit pilot replicates – recorded beside MK inhibit, whose call it bears; inhibition, %; measured here: pilot screen replicates
Spn DPM-DC inh pilot screen % – second read-out of Spn DPM-DC inh, no call of its own (marks repeat the call); inhibition, %; measured here: pilot screen trials
Active calls of the source: *; i = inactive; / = no result given. Unless noted, no stated cut-off is given here; in the data, active means cytotoxicity above about 50%; inactive means the rest.

SMILES	HT1080 viability	HPDE-C7 cytotoxicity	TNAP inhibition	Bfl-1 displacement	Spn DPM-DC inh	Spn PMK inh	MK inhibit	KRASV12 cytotoxicity	LYP inhibition	others
CCOC(=O)N1CCN(S(=O)(=O)/C=C/c2ccccc2)CC1	-7%	4%	-1%	-4%	i	3	2	10%	2%
O=C(NCc1ccncc1)c1nnc(Cc2c(F)cccc2Cl)o1	-12%	-6%	6%	-2%	i	8	1	-2%	/
CC(=O)Nc1ccc2c(c1)nc(CCN1CCOCC1)n2C	0%	15%	10%	-6%	i	7	9	46%	5%
O=C(CN1C(=O)c2ccccc2C1=O)Nc1ccccc1C(=O)N1CCCC1	15%	-14%	5%	-4%	i	21	4	7%	3%	Spn PMK inh pilot replicates=0.0;MK inhibit pilot replicates=0.0;Spn DPM-DC inh pilot screen %=2.0
O=C(CN1CCN(S(=O)(=O)c2ccc(Cl)cc2)CC1)Nc1ccc2c(c1)OCCO2	4%	0%	4%	-11%	i	13	10	-2%	18%
CC(=O)C1=C(O)C(=O)N(CCCCCC(=O)O)C1c1ccc(N(C)C)cc1 (centres undefined)	20%	-11%	8%	2%	i	7	11	-6%	/
Cc1ccc(-c2nnc(SCC(=O)Nc3ccccc3F)o2)cc1	/	-5%	8%	-5%	i	4	5	2%	12%
COc1ccc(N(CC(=O)NC2CCCCC2)S(=O)(=O)c2cccnc2)cc1	-3%	1%	4%	-3%	i	3	4	10%	12%
CC(=O)Nc1ccc(N=Cc2nc(-c3ccc(C)cc3)oc2O)cc1	-7%	9%	24%	-10%	i	21	8	16%	21%	Spn PMK inh pilot replicates=0.5;MK inhibit pilot replicates=1.5;Spn DPM-DC inh pilot screen %=0.0
COC(=O)c1[nH]c2ccc(C)cc2c1NC(=O)CN1CCCc2ccccc21	-6%	-10%	14%	30%	i	4	8	-18%	3%	Spn PMK inh pilot replicates=4.0;MK inhibit pilot replicates=0.5;Spn DPM-DC inh pilot screen %=5.5
CC1CN(c2cc3nccnc3cc2F)CC(C)O1 (centres undefined)	-2%	6%	7%	-5%	i	6	10	0%	5%
O=c1[nH]c(N2CCc3ccccc3C2)nc2c1CCCC2	0%	5%	15%	2%	i	6	8	1%	3%
Cc1cc(N2C(=O)C(O)=C(C(=O)c3ccco3)C2c2cccnc2)no1 (centres undefined)	0%	-8%	8%	-4%	i	8	4	-10%	/
CCCCCn1c(=O)[nH]c2cc(C(=O)NCCCN3CCCCC3)ccc2c1=O	-6%	-11%	12%	-1%	i	13	9	-5%	7%	Spn PMK inh pilot replicates=4.5;MK inhibit pilot replicates=0.0;Spn DPM-DC inh pilot screen %=6.5
O=C(Nc1nc2ccc(S(=O)(=O)N3CCCC3)cc2s1)C1CCCO1 (centres undefined)	0%	-9%	15%	4%	i	3	6	2%	22%	Spn PMK inh pilot replicates=4.5;MK inhibit pilot replicates=1.5;Spn DPM-DC inh pilot screen %=1.5
Cc1nc2ccc(Br)cn2c(=O)c1Cl	2%	-12%	9%	3%	i	2	10	-11%	7%
COC(=O)c1[nH]c2ccccc2c1NC(=O)CN1CCN(C/C=C/c2ccccc2)CC1	-6%	/	12%	-2%	i	13	11	/	/
COc1ccc(OC)c(S(=O)(=O)N2CCC(C(=O)NCc3ccccc3OC)CC2)c1	3%	-8%	-2%	3%	i	11	4	11%	6%	Spn PMK inh pilot replicates=1.0;MK inhibit pilot replicates=0.0;Spn DPM-DC inh pilot screen %=1.5
CCOC(=O)CC(=O)CSc1nc(C)nc2c1oc1ccccc12	6%	3%	7%	-3%	i	11	11	7%	-10%
O=C(NCc1ccco1)c1cc2ccccc2c(=O)o1	-4%	-3%	6%	3%	i	14	5	0%	4%
C=CCOC(=O)C1=C(C)OC(N)=C(C#N)C1c1ccccc1F (centres undefined)	3%	6%	6%	-8%	i	10	2	2%	1%
CNC(=O)c1cc2c(=O)n3cc(C)ccc3nc2n(C(C)C)c1=N	1%	6%	3%	0%	/	7	7	2%	-2%
CCOC(=O)c1ccn(-c2nc(-c3ccco3)cc(C(F)(F)F)n2)n1	5%	-2%	12%	2%	/	0	8	7%	6%
O=C(Nc1ccncc1)c1cc2ccccc2o1	6%	-17%	2%	6%	i	10	4	-24%	6%	Spn PMK inh pilot replicates=0.0;MK inhibit pilot replicates=0.0;Spn DPM-DC inh pilot screen %=0.0
Cc1cc(-c2nnc(SCC(=O)NC3CCCC3)o2)no1	0%	4%	3%	-1%	i	17	8	-3%	10%
O=c1c(-c2ccccc2)coc2c(CN3CCOCC3)c(O)ccc12	-5%	-32%	15%	-4%	/	10	9	-5%	13%	Spn PMK inh pilot replicates=2.0;MK inhibit pilot replicates=3.5
CNC(=O)C1CCC(=O)N1Cc1ccc(C)cc1 (centres undefined)	11%	0%	6%	-3%	i	18	8	-1%	3%
CCOc1ccccc1NC(=O)N1C2CCCC1CC(NC(=O)C1CC1)C2 (centres undefined)	5%	-8%	2%	6%	i	9	8	-3%	7%	Spn PMK inh pilot replicates=3.5;MK inhibit pilot replicates=0.0;Spn DPM-DC inh pilot screen %=4.5
CC(=O)Nc1ccc(S(=O)(=O)N2CCSC2c2ccccc2Cl)cc1 (centres undefined)	6%	3%	8%	5%	i	0	1	5%	/
CN(C)/C=N/c1c(C#N)cnn1-c1ncnc2sc(-c3ccccc3)cc12	-1%	26%	9%	-2%	i	7	12	37%	-6%
CCn1ncc(C2=NOC(C(=O)Nc3cccc(C(C)=O)c3)C2)c1C (centres undefined)	-3%	-29%	1%	-4%	i	9	0	-14%	12%
CCS(=O)(=O)NCCc1csc(-c2ccccc2)n1	16%	-4%	0%	-13%	i	3	6	-11%	-2%
CCCNc1cc(=O)n(C)c(=O)n1C	-6%	-8%	4%	-9%	i	2	6	10%	4%
Cc1cc(C)nc(SCc2ccccc2C#N)n1	12%	/	11%	-2%	i	4	7	/	-3%
Cc1cc(Nc2ccc(Br)cc2)n2nc(C)nc2n1	2%	7%	6%	-1%	i	6	10	-3%	2%
O=C(NCc1ccco1)c1ccc(CN2CCOCC2)cc1	9%	4%	11%	3%	i	0	6	-9%	11%
O=c1ccc(Br)c[nH]1	-4%	-8%	-3%	-7%	i	9	4	-20%	/
Cn1cnnc1SCC(=O)Nc1ccc2nc(SCc3ccccc3)sc2c1	/	18%	7%	-1%	i	23	16	24%	/
CC(C)n1c(CN2CCN(C)CC2)nc2c1c(=O)n(C)c(=O)n2C	3%	7%	15%	-10%	i	5	7	15%	11%	Spn PMK inh pilot replicates=2.5;MK inhibit pilot replicates=0.0;Spn DPM-DC inh pilot screen %=0.0
COc1ccc(Oc2c(C)oc3cc(OC(=O)N4CCOCC4)ccc3c2=O)cc1	1%	-12%	9%	-2%	i	0	5	-5%	8%	Spn PMK inh pilot replicates=2.0;MK inhibit pilot replicates=1.5;Spn DPM-DC inh pilot screen %=0.0
CCN(CC(=O)Nc1ccc(S(N)(=O)=O)cc1)S(=O)(=O)c1cc(C)ccc1OC	21%	14%	16%	-7%	i	9	3	20%	/	Spn PMK inh pilot replicates=7.5;MK inhibit pilot replicates=0.0;Spn DPM-DC inh pilot screen %=4.0
COc1ccc(Cl)cc1-n1c(N)c(C(N)=O)sc1=S	17%	0%	14%	-3%	i	6	9	-4%	/
CCOCC(=O)Nc1nnc(C2CCCCC2)s1	-1%	0%	3%	1%	i	6	8	-11%	-1%
Brc1ccc(-c2nc(-c3ccccn3)no2)o1	/	-9%	-7%	0%	i	5	6	-17%	2%
COc1ccc2c(c1OC)C(=O)N1C2SC[C@H]1C(=O)NC1CC(C)(C)NC(C)(C)C1 (some centres undefined)	1%	-4%	6%	-2%	i	22	4	2%	12%
Cc1ccc(S(=O)(=O)N(CC(O)CN2CCOCC2)c2cc(Cl)ccc2Cl)cc1 (centres undefined)	-8%	-4%	7%	7%	i	0	8	7%	0%
COc1ccc(CNC(=O)c2cc3c(=O)n4ccccc4nc3n(Cc3cccnc3)c2=N)cc1	0%	-19%	11%	-30%	i	0	5	-3%	2%
COc1ccc(Cl)cc1N1C(=O)[C@@H]2C(c3cccc(OC)c3OC)=NO[C@@H]2C1=O	6%	11%	3%	-2%	i	15	13	-11%	-1%
CS(=O)(=O)Nc1ccccc1C(=O)N1CCCC1	0%	1%	10%	0%	i	22	11	-4%	6%
COc1ccc(S(=O)(=O)N2CCN(c3ncnc4c(-c5ccccc5)nsc34)CC2)cc1	5%	6%	9%	-3%	i	8	4	-21%	/
CCCCc1nc2n[nH]c(N)c2c2c1CCCC2	-12%	11%	7%	-2%	i	0	4	-10%	-17%	Spn PMK inh pilot replicates=6.0;MK inhibit pilot replicates=2.0;Spn DPM-DC inh pilot screen %=3.0
COc1ccc(CCNC(=O)CSc2nc(-c3ccco3)cc(C(F)(F)F)n2)cc1	3%	-1%	7%	3%	i	5	14	-8%	1%
Cc1ccc(-c2nn3c(C)nnc3s2)cc1NC(=O)c1ccc(OC(C)C)cc1	3%	-1%	5%	-2%	i	14	3	3%	4%
CCOC(=O)c1cccc(NC(=O)c2cccs2)c1	3%	15%	9%	1%	i	5	6	14%	4%
CCOC(=O)C1CCc2nc3ccccc3c(=O)n21 (centres undefined)	4%	1%	11%	-11%	i	0	12	13%	/
CCOc1ccc(S(=O)(=O)Nc2ccccc2C(=O)NCc2ccco2)cc1	18%	29%	10%	-9%	/	12	0	35%	17%
O=C(OCn1nnc2ccccc2c1=O)C1=COCCO1	6%	-7%	8%	-5%	i	14	0	-10%	-15%
COc1cc2c(cc1OC)-c1cc(NC3CCCCCCC3)nc(=O)n1CC2	-3%	16%	14%	10%	i	12	3	18%	10%
Cc1cc(C(=O)OCC(=O)c2c(N)n(C)c(=O)n(C)c2=O)c(C)o1	0%	-21%	12%	-2%	i	7	0	-14%	-1%
CCN(CC)S(=O)(=O)c1ccc(-c2nnc(SCC(=O)Nc3nc(C)cs3)o2)cc1	-3%	26%	13%	-7%	i	15	0	20%	/

Reprinted from above (2 entries):
SMILES	HT1080 viability	HPDE-C7 cytotoxicity	TNAP inhibition	Bfl-1 displacement	Spn DPM-DC inh	Spn PMK inh	MK inhibit	KRASV12 cytotoxicity	LYP inhibition	others
Cc1cc(C(=O)OCC(=O)c2c(N)n(C)c(=O)n(C)c2=O)c(C)o1	0%	-21%	12%	-2%	i	7	0	-14%	-1%
CCN(CC)S(=O)(=O)c1ccc(-c2nnc(SCC(=O)Nc3nc(C)cs3)o2)cc1	-3%	26%	13%	-7%	i	15	0	20%	/

Next part:
SMILES	HT1080 viability	HPDE-C7 cytotoxicity	TNAP inhibition	Bfl-1 displacement	Spn DPM-DC inh	Spn PMK inh	MK inhibit	KRASV12 cytotoxicity	LYP inhibition	others
CCCN1CCN(C(=O)CN2C(=O)CC(C)(C)S(=O)(=O)c3ccccc32)CC1	3%	-14%	3%	-4%	i	9	6	-12%	7%
CS(=O)(=O)N(CC(=O)Nc1cccnc1)c1ccc2c(c1)OCO2	-3%	5%	6%	-7%	i	3	3	2%	7%
O=C(NCc1nnc(SCC(=O)N2CCCCCC2)o1)c1ccco1	-8%	-10%	8%	-6%	i	10	3	-15%	0%	Spn PMK inh pilot replicates=1.0;MK inhibit pilot replicates=0.0;Spn DPM-DC inh pilot screen %=0.0
COc1ccc(S(=O)(=O)Nc2ccccc2C(=O)OC2CCCN(C)C2)cc1OC (centres undefined)	1%	25%	4%	-7%	i	14	1	31%	1%

No enrichment for hits. Share with any hit: about 3.5%.
